Source: PubChem (several laboratories)
KOR beta-arrestin-1 = KOR antagonists, beta-arrestin recruitment, cell-based, luminescence, uHTS (AID 1778). KOR beta-arrestin recruitment, luminescence, antagonist mode; higher % means a stronger effect. Kappa-type opioid receptor (Homo sapiens). 290,000 tested, 0.091% active. inhibition, % at 10 µM; hits with a dose series show IC50 in µM; in the data active means inhibition above about 50%; further: strong numbers were not always called active
KOR beta-arrestin-2 = KOR agonists, beta-arrestin recruitment, primary screen, cell-based, luminescence, uHTS (AID 1777); Kappa-type opioid receptor (Homo sapiens); KOR beta-arrestin recruitment, luminescence; higher % means a stronger effect; one-dose activation, % at 10 µM; EC50 in µM for titrated hits; 280,000 tested, 0.02% active; in the data active means activation above about 50%, passing the limit was not always enough; further: a part of the inactive calls stands beside numbers as strong as those of hits
GPR35 antagonists = GPR35 antagonists blocking zaprinast-driven arrestin recruitment, primary screen, imaging, U2OS, beta-arrestin-GFP, zaprinast agonist (AID 2058). G-protein coupled receptor 35 (Homo sapiens). U2OS GPR35 beta-arrestin-GFP translocation imaging, zaprinast antagonism; higher % means a stronger effect. inhibition, % at 10 µM, or IC50 in µM where a hit was titrated. 290,000 tested, 0.052% active;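 active means inhibition of at least 50% with at least 30 cells and total cytoplasm GFP at most 10,000,000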
MgcRacGAP inhibition = MgcRacGAP GTPase-activating activity inhibitors, confirmation, biochemical, ADP Hunter fluorescence. Rac GTPase-activating protein 1 (Homo sapiens). MgcRacGAP-stimulated Rac1 GTP hydrolysis, ADP Hunter fluorescence; higher % means a stronger effect; GST-tagged Rac1 F28L mutant substrate. inhibition, % at 30 µM; hits with a dose series show IC50 in µM. 340,000 tested, 0.6% active. AID 624330, 2012;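 active means first-screen hits whose inhibition reached a set limit at any dose in the follow-up dose series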;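 further: fluorescence reports GDP produced by GAP-driven GTP hydrolysis; strong numbers were not always called active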
GPR55 beta-arrestin = GPR55 agonists via beta-arrestin recruitment, primary screen, imaging, U2OS cells, beta-arrestin-GFP redistribution (AID 1961). U2OS GPR55 beta-arrestin-GFP redistribution imaging; higher % means a stronger effect. activation, % at 10 µM; hits with a dose series show EC50 in µM. 290,000 tested, 0.048% active;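 active means activation above 40% with more than 50 cells counted in the well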;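 further: U2OS osteosarcoma cells stably expressing GPR55 and beta-arrestin-GFP; plate controls were DMSO negative control for no effect and LPI positive control for full effect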
UTI89 phage lysis = inhibition of K1F phage lysis, E. coli UTI89, bacterial capsule biogenesis inhibitors, alamar blue (AID 488966); E. coli UTI89 K1F phage lysis, alamar blue, 2 h; higher % means a stronger effect; inhibition, % at 100 µM; hits with a dose series show IC50 in µM; 340,000 tested, 0.02% active;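 active means phage lysis inhibition, versus mean bacterial control, above a set limit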;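 further: capsule biogenesis inhibitors block K1F phage lysis so surviving cells raise fluorescence; higher fluorescence means more inhibition of phage lysis; actives were called in the ten point dose series up to 300 µM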
NOD1 inhibition = NOD1 signaling inhibitors, primary screen, cell-based, luminescence, uHTS (AID 1578) | NOD1-driven NF-kB luciferase reporter cells, luminescence; higher % means a stronger effect | inhibition, % at 4 µM, or EC50 in µM where a hit was titrated | 290,000 tested, 1% active; in the data active means inhibition mostly above about 36%, no sharp cut-off; inactive means mostly below about 34%;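 further: HEK-293T reporter cells stimulated with the NOD1 agonist gamma-tri-DAP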
NTR1 ag = agonists of NTR1, primary screen, imaging, U2OS cells, beta-arrestin-GFP, high content (AID 493036). activation, % at 20 µM. 330,000 tested, 0.17% active. NTR1-U2OS beta-arrestin-GFP spot imaging, agonist mode. Neurotensin receptor type 1 (Homo sapiens), P30989;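 active means activation at or above 40% of the spot to cytoplasm intensity ratio, with at least 20 cells analyzed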;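 further: 0% = DMSO without peptide and 100% = 100 nM NTR1 peptide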
Target sequence (P30989 whole entry, looked up): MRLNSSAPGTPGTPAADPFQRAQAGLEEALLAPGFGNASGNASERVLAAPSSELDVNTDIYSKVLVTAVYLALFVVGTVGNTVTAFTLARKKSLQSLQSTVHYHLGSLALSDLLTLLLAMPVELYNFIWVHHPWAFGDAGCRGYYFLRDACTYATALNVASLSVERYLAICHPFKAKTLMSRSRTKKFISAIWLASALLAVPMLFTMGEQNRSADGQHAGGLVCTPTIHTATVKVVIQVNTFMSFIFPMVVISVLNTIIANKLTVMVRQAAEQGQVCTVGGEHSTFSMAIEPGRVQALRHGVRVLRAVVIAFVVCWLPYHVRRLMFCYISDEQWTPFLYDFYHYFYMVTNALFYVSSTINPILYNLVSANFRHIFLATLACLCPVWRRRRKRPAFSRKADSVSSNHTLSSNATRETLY
GPR55 antagonists = GPR55 antagonists blocking LPI-driven arrestin recruitment, primary screen, imaging, U2OS, beta-arrestin-GFP, LPI agonist (AID 2013); G-protein coupled receptor 55 (Homo sapiens); U2OS GPR55 beta-arrestin-GFP translocation imaging, LPI antagonism; higher % means a stronger effect; inhibition, % at 10 µM; hits with a dose series show IC50 in µM; 290,000 tested, 0.13% active;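 active means spots per cell inhibited over 60%, with over 100 cells counted and total cytoplasm intensity under 500,000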;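 further: U2OS cells stably carrying GPR55 and arrestin-GFP stimulated by 5 µM LPI near EC80; imaged beta-arrestin-GFP aggregate spots per cell after agonist stimulation; plate controls were LPI-stimulated DMSO wells for no effect and DMSO wells without LPI for full effect; some results filed as inactive read as strong as hits; confirmed hits need IC50 under 10 µM and bright autofluorescent wells are also inconclusive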
NTR1 ag cell count 20 µM = also measured in NTR1 ag; calls as there; cell count; measured here: cell count, cytotoxicity flag
The depositor's hits bear a star; . = not tested or not shown; [ ] = dose if it differs, or a comment. Some of the compounds tested (hit frequency here may not be typical).

SMILES	KOR beta-arrestin-1	KOR beta-arrestin-2	GPR35 antagonists	MgcRacGAP inhibition	GPR55 beta-arrestin	UTI89 phage lysis	NOD1 inhibition	NTR1 ag	NTR1 ag cell count 20 µM	GPR55 antagonists
Cc1cc(=O)n2c3ccccc3n(CC(O)CN3CCOCC3)c2c1C#N (stereo not given)	-8%[20 µM]	-4.0%	-6%	1%	0.2%	0.3%	-11%	-1.1	67	9%
O=C(Nc1ccc2c(c1)ncn2C1CCCCC1)c1ccco1	-6%	0.8%	-1%	12%	-0.2%	-0.3%	-37%	-1.4	92	-6%
CN(Cc1ccon1)Cc1cn(C)nc1-c1ccc(Oc2ccccc2)cc1	19%	0.0%	-6%	8%	0.0%	0.1%	-5%	0.8	53	-6%
COc1ccccc1C(=O)NNC(=O)C(=O)NC1CCCCC1	-19%	-2.8%	8%	6%	-0.4%	-0.7%	-42%	0.5	66	-3%
O=C(Nc1ccc(Br)cc1)c1cccc(S(=O)(=O)Nc2cnc3ccccc3c2)c1	14%	6.3%	-14%	5%	0.0%	-1.6%[50 µM]	48%	4.1	43	-7%
O=C(Cc1ccccc1)Nc1ccccc1C(=O)N1CCN(c2ccccc2)CC1	20%	-3.8%	-14%	0%	-0.1%	0.3%	-15%	-0.6	64	5%
CC(C)C(=O)Nc1cccc(-c2nc3ccccc3o2)c1	-28%	-2.9%	11%	7%	-0.1%	0.0%	-38%	-0.4	50	5%
COc1ccccc1CN1CCN(S(=O)(=O)c2ccccc2)CC1	-21%	2.9%	-1%	16%	-0.1%	-0.2%	-1%	-1.4	86	12%
Fc1ccc(NC(=S)NCCc2ccccn2)cc1	-21%[20 µM]	0.5%	-5%	9%	0.2%	0.4%	-16%	0.5	78	-11%
Cc1cc([N+](=O)[O-])nn1CCCC(=O)Nc1sc2c(c1C(N)=O)CCCC2	-18%	-2.1%	17%	12%	1.3%	0.5%	-11%	2.0	68	9%
O=C(CC1CCCC1)Nc1ccc(Br)cc1	-30%	1.9%	2%	10%	1.0%	0.4%	-44%	-0.6	49	-13%
CC1(C)Cc2ccccc2-c2nnnn21	-16%	-5.0%	15%	5%	-0.2%	0.7%	2%	1.5	43	5%
Cc1nn(CC2CC2)c(=O)n1-c1ccc(Oc2ccccc2)cc1	7%	1.1%	-3%	9%	0.1%	0.2%	-33%	0.3	58	2%
CCCS(=O)c1nc(C)cc(C)c1S(C)(=O)=O (stereo not given)	-6%	1.5%	3%	6%	1.2%	-1.2%	-25%	-0.1	80	6%
CCOC(=O)CSc1n[nH]c(NC(=O)CC)n1	28%	-6.9%	2%	11%	-0.3%	0.0%	.	3.3	68	9%
Nc1ccc2c3c(cccc13)CC2	-34%	-0.1%	13%	11%	-0.1%	0.0%	-20%	-2.6	87	-1%
CC(C)COC(=O)N1CCCC1C(=O)O (stereo not given)	-29%	7.2%	-1%	0%	-0.4%	0.5%[50 µM]	-12%	1.3	54	-5%
COc1cc(CN=Cc2c(O)n(Cc3ccccc3)c(=S)[nH]c2=O)cc(OC)c1	15%	2.0%	8%	6%	0.2%	0.0%	-8%	-1.1	30	8%
O=C(Nc1ccnn1C1CCN(CC2CC=CCC2)CC1)c1ccccc1Cl (stereo not given)	-17%	1.0%	-2%	10%	-0.2%	0.1%	37%	2.5	46	0%
CNC(=O)c1ccc(-c2ccc(OC)cc2)s1	-30%	0.1%	-6%	13%	-0.1%	0.5%	-120%	1.2	62	6%
CS(=O)(=O)N1CCc2cc(-c3csc(NC(=O)Cc4cccs4)n3)ccc21	-15%	-2.5%	8%	8%	-0.1%	-0.3%	82%	12	56	-13%
COc1ccc(C(=O)C2CCCN(C(=O)c3cccnc3OC)C2)c(C)c1 (stereo not given)	2%	-1.5%	-2%	4%	0.4%	0.2%	17%	0.0	58	4%
NC(=O)C(c1ccc(Cl)cc1)c1ccc(Sc2ccccc2)nn1 (stereo not given)	-27%	-4.8%	-11%	0%	-0.1%	-0.7%	13%	1.4	47	3%
CCOc1ccc(OCc2cccc(C(=O)N3CCCC3)c2)cc1	24%	-1.1%	-18%	-3%	-0.1%	-0.9%	-38%	1.8	61	8%
Cc1cccc(N(C)C(=S)Oc2ccc3ccccc3c2)c1	9%	-1.2%	-1%	8%	0.5%	2.3%	-13%	0.1	60	13%
Cc1ccc(C)c2[nH]c(=O)c(CN(CCN3CCCC3)C(=O)Nc3cccc(Cl)c3)cc12	-4%	-5.3%	5%	-1%	0.9%	-0.9%	-40%	3.3	44	15%
CC(C)n1c2ccccc2c2cc([N+](=O)[O-])ccc21	.	-0.4%	-6%	11%	-0.4%	3.6%	-16%	1.2	47	6%
O=C(NCc1cccnc1)c1ccc(Cl)c(S(=O)(=O)N2CCOCC2)c1	-12%	-1.1%	-10%	4%	-0.1%	-0.1%	-25%	-0.6	72	1%
COc1ccc(NC(=O)c2cc([N+](=O)[O-])ccc2O)cc1	-25%[20 µM]	.	9%	13%	-0.1%	11%	99%*	3.6	44	9%
Cc1csc(C(C)N(C)C(=O)CCc2nnc(CCc3ccccc3)o2)n1 (stereo not given)	-16%[20 µM]	.	19%	9%	0.1%	-0.1%	-37%	-0.3	65	0%
Cc1nc(-c2ccncc2)sc1C(=O)Nc1ccc(Cl)cc1	-18%[20 µM]	-5.1%	2%	9%	0.2%	-0.7%	-34%	0.7	89	8%
Cc1c(Cl)cccc1NC(=O)CCC(=O)NNC(=O)c1ccccc1Cl	32%	-2.1%	-4%	1%	-0.1%	9.3%	12%	-0.7	34	25%
O=C(NCC(=O)N1CCCCC1)c1ccc(Cl)cc1Cl	7%	-4.5%	-12%	7%	-0.1%	1.4%	-35%	-1.0	77	10%
O=c1c2ccccc2nc(COc2ccccc2)n1/N=C/c1cc([N+](=O)[O-])ccc1O	18%	-2.9%	0%	4%	0.1%	-0.4%	16%	8.4	66	-6%
Cc1ccc2c(c1)c1ncnc(N3CCc4ccccc4C3)c1n2C	4%	-0.1%	10%	.	1.0%	.	-5%	5.8	73	29%
COc1cc(/C=C2\N=C(c3c(-c4ccccc4)noc3C)OC2=O)ccc1OC(C)=O	5%	-3.8%	15%	4%	-0.2%	0.0%	-3%	-1.0	90	1%

3 of the entries above in order of the KOR beta-arrestin-2 value, rising:
compound | KOR beta-arrestin-1 | KOR beta-arrestin-2 | GPR35 antagonists | MgcRacGAP inhibition | GPR55 beta-arrestin | NOD1 inhibition | GPR55 antagonists
O=C(NCc1cccnc1)c1ccc(Cl)c(S(=O)(=O)N2CCOCC2)c1 | -12% | -1.1% | -10% | 4% | -0.1% | -25% | 1%
Fc1ccc(NC(=S)NCCc2ccccn2)cc1 | -21%[20 µM] | 0.5% | -5% | 9% | 0.2% | -16% | -11%
CC(C)COC(=O)N1CCCC1C(=O)O (stereo not given) | -29% | 7.2% | -1% | 0% | -0.4% | -12% | -5%

(cont.)
SMILES	KOR beta-arrestin-1	KOR beta-arrestin-2	GPR35 antagonists	MgcRacGAP inhibition	GPR55 beta-arrestin	UTI89 phage lysis	NOD1 inhibition	NTR1 ag	NTR1 ag cell count 20 µM	GPR55 antagonists
O=S(=O)(NCc1cn2ccccc2n1)c1cccs1	-16%	3.3%	1%	1%	0.3%	0.7%[50 µM]	-6%	-0.4	51	2%
Cc1cc(NC(=O)CSc2nc3cc(Cl)ccc3o2)no1	17%	3.2%	-13%	5%	-0.2%	0.3%	20%	-1.5	61	8%
CCOC(=O)CC1(NC(=O)C2CCC(=O)N(CCc3ccc(OC)cc3)C2)CCCCC1 (stereo not given)	7%	4.4%	-17%	-3%	-0.2%	-1.0%	2%	2.3	61	-2%
CCOC(=O)N1CCC(NC(=O)CS(=O)(=O)Cc2nc(-c3ccc(C)cc3)oc2C)CC1	-2%	4.9%	20%	-6%	-0.1%	3.7%	-7%	-1.6	90	-2%
CCOC(=O)c1sc(NC(=S)NC(=O)c2cccc(Cl)c2)c(C(=O)OCC)c1C	-39%	20%	-11%	9%	-0.3%	2.6%	-25%	-5.4	105	-1%
O=C1/C(=C/c2ccncc2)SC(=S)N1Nc1ccccc1	-65%	4.4%	6%	.	0.4%	.	0%	5.4	58	1%
CN(Cc1cccc(Cl)c1Cl)C(=O)c1cccc(S(=O)(=O)N2CCN(Cc3ccccc3)CC2)c1	-24%	2.3%	-4%	7%	-0.2%	0.0%	24%	5.2	44	-7%
Cc1nc2ccc(Nc3nc4cc(S(=O)(=O)N5CCOCC5)ccc4o3)cc2s1	8%	-5.8%	-4%	16%	0.1%	2.5%	-27%	0.0	62	-11%
N=C(N)SCc1ccc(O)c([N+](=O)[O-])c1	-6%	1.7%	9%	15%	0.3%	0.3%	-12%	-1.1	67	-19%
COc1ccc(C(=O)NCc2nnc(SCC(=O)NC3CCCCC3)n2C)cc1	-18%	-2.5%	11%	6%	-0.2%	0.5%	-14%	-2.3	40	15%
COc1ccccc1C(=O)NNC(=O)C(=O)Nc1ccc(C)c(Cl)c1	-31%	-3.6%	4%	10%	-0.4%	3.3%	-25%	-2.1	46	-12%
O=C(Nc1cccc(-n2cnnn2)c1)c1ccoc1COc1ccc(Cl)cc1	1%	4.1%	-3%	13%	-0.1%	0.2%	-26%	21	65	3%
Cc1cccc(CCNC(=O)c2cc(=O)[nH]c3ccc(Br)cc23)c1	-4%	-2.0%	4%	.	0.1%	.	-18%	1.2	88	-10%
C(=C\c1ccco1)/C=N/n1cnnc1	-39%	-5.6%	0%	2%	-0.1%	1.6%	5%	-3.4	90	-1%

An excerpt from above in order of count of non-hydrogen atoms, falling:
SMILES	KOR beta-arrestin-1	KOR beta-arrestin-2	GPR35 antagonists	MgcRacGAP inhibition	GPR55 beta-arrestin	UTI89 phage lysis	NOD1 inhibition	NTR1 ag	NTR1 ag cell count 20 µM	GPR55 antagonists
CN(Cc1cccc(Cl)c1Cl)C(=O)c1cccc(S(=O)(=O)N2CCN(Cc3ccccc3)CC2)c1	-24%	2.3%	-4%	7%	-0.2%	0.0%	24%	5.2	44	-7%
CCOC(=O)CC1(NC(=O)C2CCC(=O)N(CCc3ccc(OC)cc3)C2)CCCCC1 (stereo not given)	7%	4.4%	-17%	-3%	-0.2%	-1.0%	2%	2.3	61	-2%
Cc1nc2ccc(Nc3nc4cc(S(=O)(=O)N5CCOCC5)ccc4o3)cc2s1	8%	-5.8%	-4%	16%	0.1%	2.5%	-27%	0.0	62	-11%
Cc1cccc(CCNC(=O)c2cc(=O)[nH]c3ccc(Br)cc23)c1	-4%	-2.0%	4%	.	0.1%	.	-18%	1.2	88	-10%
